High-throughput results: PubChem BioAssay, several laboratories
LYP phosphatase: PTPN22 lymphoid phosphatase activity blockers – biochemical, fluorescence intensity, uHTS (AID 1779); recombinant LYP phosphatase, fluorescence intensity; higher % means a stronger effect; inhibition, % at 11.5 µM, or IC50 in µM where a hit was titrated; hit rate 0.054% among 290,000;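 further: plate controls were vehicle with enzyme for no effect and no enzyme for full effect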
Siah-1 displacement: blockers of Siah-1 interaction with plectin peptide – biochemical, fluorescence polarization, rhodamine-plectin, uHTS, primary screen (AID 1817). hit rate 0.02% among 290,000. Siah-1 / rhodamine-plectin peptide fluorescence polarization; higher % means a stronger effect. one-dose displacement, % at 20 µM; IC50 in µM for titrated hits;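 active means displacement of at least 50% at 20 µM, with a fluorescence ratio check between 0.3 and a set limit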;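 further: plate controls were Siah plus tracer with DMSO for no effect and tracer alone without Siah for full effect; strong numbers were not always called active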
AID2073: disruptors of CaV2.2 binding to Mint1 – biochemical, HTRF (AID 2073); hit rate 0.19% among 290,000; inhibition, % at 20 µM, or IC50 in µM where a hit was titrated; HTRF protein-protein interaction, Mint1-CaV2.2; higher % means a stronger effect; in the data active means inhibition mostly above about 51%, no sharp cut-off; inconclusive means no clear call, values can overlap the other calls; inactive means mostly below about 53%; further: some results filed as inactive read as strong as hits
HEK293 NOD2/NF-kB: inhibition of NOD2-driven NF-kB reporter – cell-based, luminescence, uHTS, HEK293 (AID 1566); hit rate 0.63% among 290,000; inhibition, % at 4 µM, or EC50 in µM where a hit was titrated; HEK293 NOD2/NF-kB luciferase reporter, luminescence; higher % means a stronger effect; further: many of its hits are not listed in these tables
XIAP displacement: small molecules displacing peptide from XIAP – biochemical, IAP family, fluorescence polarization (AID 1018) | hit rate 0.007% among 200,000 | displacement, % at 20 µM; hits with a dose series show IC50 in µM | XIAP BIR domain, fluorescence polarization peptide displacement; higher % means a stronger effect; in the data active means displacement above about 50%; further: a part of the inactive calls stands beside numbers as strong as those of hits
P. falciparum M17LAP: P. falciparum M17LAP inhibitors, primary screen, biochemical, fluorogenic H-Leu-NHMec substrate, 1536-well (AID 1619); recombinant M17LAP, H-Leu-NHMec fluorogenic kinetic assay; higher % means a stronger effect; hit rate 0.38% among 220,000; inhibition, % at 30 µM; hits with a dose series show IC50 in µM;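 active means compound inhibiting the enzyme by more than half at any dose during confirmatory dose-response retesting; inconclusive means strong single-dose inhibitors picked by rank but not retested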;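 further: plate controls were full reaction with DMSO carrier for no effect and no enzyme background for full effect; strong numbers were not always called active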
CSM14.1 death rescue: protection against thapsigargin-triggered cell killing – 384-well, CSM14.1, ATP luminescence, primary screen (AID 1222); CSM14.1 thapsigargin-induced death rescue, ATP luminescence; higher % means a stronger effect; cellular ATP content (survival), % at 20 µM, or EC50 in µM where a hit was titrated; 190,000 tested, under 10 active;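 active means EC50 below 50 µM in the dose-response confirmation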;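 further: death triggered by thapsigargin at about 15 µM added after 2 h compound pretreatment; cell ATP read after overnight thapsigargin exposure of roughly 18 to 22 hours; normalized against plate controls of thapsigargin alone and 5% DMSO vehicle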
Hep lipid drop: hepatic lipid droplet formation modulation; inhibition, % at 6.5 µM; hit rate 0.4% among 240,000; AML12 mouse hepatocytes, oleate lipid droplets, BODIPY imaging;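 active means lipid droplet intensity inhibited by at least 50%, with more than 500 cells counted; inconclusive means wells with under 300 cells, treated as cytotoxic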
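material = mouse AML12 hepatocyte cell line, fixed after treatment | also added = 100 µM oleic acid challenge | doses = compound at 6.5 µM only | schedule = overnight exposure | technique = Image-based BODIPY and DAPI two-channel analysis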
P. falciparum M1AAP: P. falciparum M1AAP inhibitors, biochemical, fluorogenic H-Leu-NHMec substrate, 1536-well (AID 1445); recombinant M1AAP, H-Leu-NHMec fluorogenic kinetic assay; higher % means a stronger effect; inhibition, % at 30 µM, or IC50 in µM where a hit was titrated; hit rate 0.42% among 220,000;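 active means primary inhibition above the hit cutoff, then over 50% inhibition at one or more dose response concentrations, cut at about 23% in these data, passing the limit was not always enough; inconclusive means conflicting primary data, or primary hits not chosen for dose response; inactive means low primary inhibition, or under 50% at every dose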;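 further: plate controls were DMSO full reaction for no effect and no enzyme background for full effect; strong numbers were not always called active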
Hep lipid drop cells 6.5 µM: recorded beside Hep lipid drop, whose call it bears; cell count; measured here: cell count, cytotoxicity flag;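 cells counted across two imaged fields per well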
Active calls of the source: *; u = inconclusive; x = not tested or not shown. Unless noted, no stated cut-off is given here; in the data, active means inhibition above about 50%; inactive means the rest.

| canonical_smiles | LYP phosphatase | Siah-1 displacement | AID2073 | HEK293 NOD2/NF-kB | XIAP displacement | P. falciparum M17LAP | CSM14.1 death rescue | Hep lipid drop | Hep lipid drop cells 6.5 µM | P. falciparum M1AAP |
| --- | --- | --- | --- | --- | --- | --- | --- | --- | --- | --- |
| CSc1ccc(CNCCCSc2ncccn2)cc1 | -14% | -7% | 4% | -5% | x | x | x | 4 | 817 | x |
| CCOc1cc(S(=O)(=O)Nc2ccccn2)ccc1F | -1% | 2% | -4% | -6% | -3.8% | -4% | -0.6% | 4 | 776 | 3% |
| O=C(COc1ccccc1[N+](=O)[O-])N/N=C/c1ccc(O)cc1 | -5% | 8% | 3% | -14% | 0.2% | 7% | 6.8% | -3 | 639 | 8% |
| Cc1ccc(C(=O)O/N=C/c2c(N3CCOCC3)n(C)c3ccccc23)cc1 | 0% | 3% | 11% | 27% | -6.2% | 2% | 8.3% | x | x | 20% |
| O=c1[nH]c2ccccc2cc1CN(Cc1ccco1)S(=O)(=O)c1ccccc1 | -12% | 0% | 8% | 18% | x | x | x | 24 | 839 | x |
| O=C(Cc1ccccc1)NN1C(=O)C2C3C=CC(C4CC34)C2C1=O (stereo unspecified) | -9% | 0% | 2% | 8% | -3.4% | -10% | -0.1% | 13 | 716 | 12% |
| CC(=O)c1cc(C#N)c(N2CCOCC2)nc1C | -3% | -2% | 1% | 2% | -3.2% | 5% | -0.7% | 33 | 671 | 4% |
| COc1ccc(S(=O)(=O)N(C(C)=O)c2ccc(OC(C)=O)c3ccccc23)cc1[N+](=O)[O-] | -4% | -1% | -3% | 18% | 1.8% | 17% | 2.7% | 6 | 653 | 5% |
| O=C(Nc1ccc(F)c(Cl)c1)C1CCN(c2ncnc3c2nc2n3CCCCC2)CC1 | -6% | -4% | 20% | 31% | x | x | x | 9 | 739 | x |
| COc1cccc(NC(=O)C2c3cc(OC)c(OC)cc3C(=O)N(C)C2c2cccnc2)c1 (stereo unspecified) | -1% | -3% | 12% | 9% | -6.4% | 4% | 3.7% | x | x | 11% |
| Cc1ccc2c(c1)N(CC(=O)c1cccc(Cl)c1)C(=O)C(C)O2 (stereo unspecified) | -11% | -2% | -1% | -7% | -5.0% | 3% | -2.5% | x | x | 8% |
| CN1C(=S)SC(C)(C)C1NO (stereo unspecified) | -3% | -1% | -4% | -4% | -5.0% | -1% | -0.4% | x | x | -4% |
| O=C(NCc1ccco1)C1CCCN1C(=O)Nc1ccccc1Cl (stereo unspecified) | -9% | -2% | 6% | 5% | -4.7% | -2% | 1.5% | 0 | 651 | 6% |
| CN1CCN(C(=O)CCS(=O)(=O)c2cc3c(cc2Cl)NC(=O)CO3)CC1 | -9% | -4% | -5% | 17% | x | x | x | 6 | 846 | x |
| COCCNCc1ccccc1 | 0% | 2% | 0% | -10% | -4.7% | -10% | -1.4% | -7 | 762 | 5% |
| CC1CCCC(NCC(=O)Nc2ccc(C(N)=O)cc2)C1C (stereo unspecified) | -1% | 0% | -1% | 8% | -6.7% | -12% | 0.9% | -2 | 705 | 2% |
| CSc1nc(-c2ccc(Cl)cc2Cl)[nH]c(=O)c1C#N | -6% | 11% | 4% | 16% | -1.0% | -5% | 2.2% | 40 | 688 | -3% |
| Cc1ccc(S(=O)(=O)CCC(=O)N(C)C2CCCCC2)cc1 | -7% | -1% | -6% | 0% | x | x | x | -11 | 869 | x |
| CCc1nc(SCC(=O)Nc2cc(C)on2)c2c(C)c(C)sc2n1 | -2% | 1% | u | 8% | -8.3% | -16% | -0.5% | x | x | 4% |
| c1ccc(-c2cc3c(N4CCCCC4)ncnc3s2)cc1 | 1% | 2% | 11% | -34% | -4.4% | 1% | 0.2% | 8 | 652 | -6% |
| COC(=O)c1[nH]c2ccc(F)cc2c1NS(=O)(=O)c1ccc(OC)cc1OC | 6% | 1% | -1% | 12% | 0.4% | 4% | -2.6% | -24 | 590 | 5% |
| CCCNC(=S)N(Cc1cc2cc(C)ccc2n2nnnc12)CC(C)(C)CN(C)C | -9% | 1% | -5% | 15% | x | x | x | -4 | 825 | x |
| Nc1nc(SCC(=O)N2CCCc3ccccc32)[nH]c(=O)c1-c1ccccc1 | -17% | 0% | 1% | 10% | -7.0% | 7% | -2.2% | 5 | 663 | -4% |
| O=C(NNC(=O)c1cccnc1)Nc1ccccc1 | -7% | -3% | 0% | -2% | -2.4% | 0% | -1.1% | x | x | 4% |
| CC(=O)c1ccc(OCC(O)CN2CCCC(C)C2)cc1 (stereo unspecified) | -4% | 1% | -10% | -9% | -4.7% | 3% | -1.1% | x | x | 12% |
| Cc1nn(CCOc2cccc(Cl)c2)c(C)c1[N+](=O)[O-] | -10% | 0% | -6% | 5% | x | x | x | -14 | 675 | x |
| O=C(O)c1ccc(NC(=S)NC(=O)c2cncc(Br)c2)cc1 | -7% | 4% | -2% | 31% | x | x | x | -13 | 796 | x |
| O=C(O)c1ccc(Cl)c(NC(=O)C2CCCN2S(=O)(=O)c2cccc3nsnc23)c1 (stereo unspecified) | 4% | -1% | 5% | -2% | -4.8% | -44% | -1.4% | x | x | 4% |
| CCSc1nc(-c2ccccc2)c2cc(Cl)ccc2n1 | 6% | 19% | 9% | 9% | -10% | 4% | -1.8% | -24 | 679 | 2% |
| O=C(COC(=O)c1cc(F)cc(F)c1)NCCCc1ccccc1 | 3% | 4% | 7% | -6% | x | x | x | -3 | 844 | x |
| CC(=O)Oc1ccc2c(c1)Oc1cc(OC(C)=O)ccc1C21OC(=O)c2ccccc21 | -9% | -7% | -1% | 12% | -7.2% | -1% | 0.5% | 7 | 676 | 7% |
| CC(=O)CSc1nsc(SCC(C)=O)c1C#N | -2% | 20% | -37% | -3% | -2.1% | -12% | -1.9% | -17 | 665 | 6% |
| COCc1nnc(NC(=O)c2cc(Cl)ccc2OC)s1 | -3% | 1% | -26% | 7% | -3.1% | 3% | -0.1% | 7 | 704 | -5% |
| O=[N+]([O-])c1cccc(CN2CCN(S(=O)(=O)Cc3ccccc3)CC2)c1 | 0% | 7% | 12% | 2% | x | x | x | -27 | 735 | x |
| O=C(COC(=O)c1ccc([N+](=O)[O-])s1)Nc1ccc(Cl)cn1 | 2% | 14% | -4% | 19% | 1.1% | 5% | 0.3% | 16 | 604 | 8% |
| Cc1c(C(=O)NCc2c(F)cc(F)cc2F)oc2ccc(S(=O)(=O)N3CCOCC3)cc12 | -4% | 1% | -5% | 26% | x | x | x | -19 | 751 | x |
| Cc1cc(-c2onc(C)c2C(=O)N/N=C/c2ccccc2)no1 | -2% | 4% | 16% | 20% | x | 0% | x | 30 | 688 | 5% |
| CCC1(C)OC(=O)N(CCCn2ccnc2C)C1(C)O (stereo unspecified) | -8% | 9% | -4% | -6% | -10% | 9% | -0.7% | x | x | 9% |
| COc1ccccc1/C=C1/C(=O)N(c2cc(C)cc(C)c2)C(c2cccc([N+](=O)[O-])c2)S1(=O)=O (stereo unspecified) | 0% | -2% | 1% | 4% | -14% | -12% | -2.1% | -18 | 622 | 6% |
| CN1CCc2c(sc(/N=C/c3c[nH]c4ccccc34)c2C#N)C1 | -8% | -6% | -9% | -86% | x | 8% | x | -3 | 668 | 7% |
| CCc1ccc(C(=O)CSC2=C(C#N)C(c3ccco3)C(C(C)=O)=C(C)N2)cc1 (stereo unspecified) | 6% | 2% | 29% | 12% | -3.4% | 9% | 0.5% | x | x | -2% |
| Cc1nn(-c2ccccc2)c(N)c1C(O)(C(F)(F)F)C(F)(F)F | -9% | -2% | -2% | 12% | -3.9% | 10% | -2.8% | -9 | 547 | -1% |
| CCc1ccc(-c2nc(NC(=S)NC(=O)c3cccs3)sc2C)cc1 | -8% | -16% | -1% | -3% | -4.2% | 6% | 3.5% | 2 | 813 | 2% |
| COc1ccc(Cc2nnc(NC(=O)c3cccc(C)c3)s2)cc1 | -1% | 4% | 47% | 3% | -4.0% | 3% | 2.9% | -5 | 621 | -1% |
| CCOc1ccccc1NC(=O)CSc1nnc(-c2cnccn2)n1CC | 0% | -1% | -5% | -10% | -3.7% | -6% | -2.3% | -2 | 700 | 5% |
| CCc1ccccc1NC(=O)CN(C)C(=O)CSc1nnc(Nc2ccc(C)cc2)s1 | -6% | 0% | -4% | 2% | -0.2% | 34% | -2.4% | -1 | 653 | -3% |
| NCC(=O)Nc1ccc(Br)cc1 | 0% | 0% | -11% | -32% | -4.7% | 4% | -0.1% | 5 | 693 | 9% |
| NS(=O)(=O)c1ccc(CCNC(=O)CNS(=O)(=O)c2cccc(Br)c2)cc1 | -12% | -1% | 14% | 9% | -14% | 4% | -1.5% | 0 | 728 | 16% |
| CCn1c(C)nnc1SCC(=O)Nc1cccc(C(F)(F)F)c1 | -5% | -4% | 5% | 0% | x | x | x | 4 | 848 | x |
| CCn1cc(C(=O)NCC(OC)OC)c(=O)c2cc(S(=O)(=O)N3CCOCC3)ccc21 | -10% | -6% | 11% | 8% | x | x | x | 5 | 732 | x |
| CCCOc1ccc(-c2nn(-c3ccccc3)cc2/C=C2\SC(N)=NC2=O)cc1C | 8% | 8% | 19% | 17% | -3.7% | 2% | -2.2% | 9 | 606 | 0% |
| Nc1nnc(SCC(=O)OCC(=O)NC23CC4CC(CC(C4)C2)C3)s1 | -6% | -6% | 18% | 2% | -8.4% | 20% | x | -7 | 685 | 10% |
| Cc1ccc(O)c(Nc2ncnc3ccc([N+](=O)[O-])cc23)c1 | -7% | 2% | 11% | 15% | x | x | x | -5 | 793 | x |
| Cn1c(SCC(=O)N2CCOCC2)nc2c(c1=O)SCC2 | -8% | -2% | 23% | -18% | x | x | x | 7 | 631 | x |
| O=C(CNC(=O)N1CC(=O)Nc2ccccc21)NCCc1c[nH]c2ccccc12 | -10% | 2% | 4% | 7% | x | x | x | -2 | 799 | x |
| Clc1cccc(-c2nn3c(-c4cccc(Cl)c4)nnc3s2)c1 | 4% | 3% | 4% | -2% | -12% | x | -1.9% | x | x | x |
| COC(=O)C1CCN(C(=O)COC(=O)c2oc3ccc(OC)cc3c2C)CC1 | -2% | -2% | 15% | 1% | x | x | x | -1 | 824 | x |
| COc1ccccc1NC(=O)CSc1n[nH]c(-c2cccnc2)n1 | -9% | -2% | 4% | 9% | x | x | x | 15 | 714 | x |
| CCOC(=O)CCCCC(=O)c1[nH]c(=O)[nH]c1Cn1cnc2ccccc21 | -5% | -3% | -7% | 6% | -4.8% | -8% | -2.8% | 21 | 676 | 8% |

Only part of the results is shown. The share of hits here may be higher or lower than overall.
